Screens from PubChem BioAssay.
BioA inh – M. tuberculosis BioA enzyme inhibitors, primary screen, biochemical, plate reader, single point, HTS | 7,8-diaminopelargonic acid synthase BioA (Mycobacterium tuberculosis) | purified M. tuberculosis BioA enzyme | inhibition, % at 9.99 µM | hit rate 0.096% among 360,000 | AID 602481, 2012; in the data active means inhibition above about 40%; inconclusive means no clear call, values can overlap the other calls
Rv3671c protease – Rv3671c serine protease inhibitors, primary screen, biochemical, fluorescence polarization, M. tuberculosis H37Rv | inhibition, % at 5.96 µM | hit rate 0.048% among 320,000; in the data active means inhibition above about 38%;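 further: extracellular domain of Rv3671c used as enzyme; 0% = enzyme with DMSO and 100% = no enzyme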
Target sequence (P9WHR9 whole entry, looked up, the tested form may be a part): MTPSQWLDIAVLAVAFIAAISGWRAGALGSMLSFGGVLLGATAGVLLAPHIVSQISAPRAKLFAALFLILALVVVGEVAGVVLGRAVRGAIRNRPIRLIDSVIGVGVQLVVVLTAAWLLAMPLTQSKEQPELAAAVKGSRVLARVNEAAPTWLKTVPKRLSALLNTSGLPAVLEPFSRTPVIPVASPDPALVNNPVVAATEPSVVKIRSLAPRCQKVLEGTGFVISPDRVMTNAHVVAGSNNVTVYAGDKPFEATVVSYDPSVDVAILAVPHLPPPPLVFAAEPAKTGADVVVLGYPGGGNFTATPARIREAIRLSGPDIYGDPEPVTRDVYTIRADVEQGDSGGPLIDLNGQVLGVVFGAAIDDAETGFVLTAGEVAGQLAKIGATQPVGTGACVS
UGM FP inh – M. tuberculosis UGM enzyme inhibitors, primary screen, biochemical, fluorescence polarization, single point; hit rate 0.06% among 320,000; inhibition, % at 10 µM; purified UGM, fluorescence polarization probe displacement; in the data active means inhibition above about 10%, passing the limit was not always enough; inconclusive means no clear call, values can overlap the other calls
MazEF act – activators of E. coli MazEF toxin-antitoxin RNase, primary screen, biochemical, fluorescence, uHTS. AID 504720, 2011. activation, % at 20 µM. hit rate 0.32% among 350,000. FAM/BHQ RNA-DNA oligo cleavage fluorescence, 5 h; in the data active means activation above about 50%
Target sequence (P0AE70 whole entry, looked up): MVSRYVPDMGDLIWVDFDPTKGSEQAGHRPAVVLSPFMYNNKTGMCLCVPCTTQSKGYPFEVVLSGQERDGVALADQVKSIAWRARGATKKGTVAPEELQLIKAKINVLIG
DUSP3 inh – VHR1 phosphatase inhibitors, primary screen, biochemical, absorbance, uHTS. recombinant VHR phosphatase, pNPP absorbance. Dual specificity protein phosphatase 3 (Homo sapiens), P51452. hit rate 0.52% among 290,000. inhibition, % at 13.3 µM; in the data active means inhibition above about 50%; further: some compounds called inactive have numbers as strong as hits
Target sequence (P51452 whole entry, looked up): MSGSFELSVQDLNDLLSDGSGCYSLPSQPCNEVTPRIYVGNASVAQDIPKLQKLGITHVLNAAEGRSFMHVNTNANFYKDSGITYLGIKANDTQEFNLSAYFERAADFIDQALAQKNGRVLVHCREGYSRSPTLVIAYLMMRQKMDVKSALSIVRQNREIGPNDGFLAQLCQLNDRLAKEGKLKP
FadD28 FP inh – inhibitors of FadD28 bisubstrate probe binding, primary screen, biochemical, fluorescence polarization, single point. Mycobacterium tuberculosis FadD28 fatty-acid-AMP ligase. inhibition, % at 12.5 µM. hit rate 0.22% among 360,000. AID 588549, 2011; in the data active means inhibition above about 8.5%, passing the limit was not always enough; inconclusive means no clear call, values can overlap the other calls
CCHFV vOTU inh – CCHFV vOTU protease inhibitors, primary screen, biochemical, Pep-AMC substrate, fluorescence. inhibition, % at 11.5 µM. Crimean-Congo hemorrhagic fever virus L polyprotein viral ovarian tumor (vOTU) protease …. hit rate 0.55% among 370,000; further: 0% = vehicle wells with enzyme and 100% = no enzyme wells
GDH-TPI counter – GDH-TPI coupling enzyme inhibitors, primary screen, artefact control for M. tuberculosis FBA inhibitor project, biochemical, absorbance, full deck | GDH-TPI coupled enzyme counterscreen, NADH absorbance | hit rate 1.2% among 360,000 | AID 588335, 2011 | inhibition, % at 4.8 µM;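 further: 0% = DMSO wells and 100% = wells lacking the enzyme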
Mtb FBA inh – Mtb FBA enzyme inhibitors, primary screen, biochemical, fluorescence, strain H37Rv. Fructose-bisphosphate aldolase (Mycobacterium tuberculosis (strain ATCC 25618 / H37Rv)), …. purified M. tuberculosis FBA, fluorescence read-out. inhibition, % at 1 µM. hit rate 2.3% among 360,000. AID 588726, 2011; in the data active means inhibition above about 27%;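 further: 0% = vehicle and 100% = reference inhibitor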
Target sequence (P9WQA3 whole entry, looked up): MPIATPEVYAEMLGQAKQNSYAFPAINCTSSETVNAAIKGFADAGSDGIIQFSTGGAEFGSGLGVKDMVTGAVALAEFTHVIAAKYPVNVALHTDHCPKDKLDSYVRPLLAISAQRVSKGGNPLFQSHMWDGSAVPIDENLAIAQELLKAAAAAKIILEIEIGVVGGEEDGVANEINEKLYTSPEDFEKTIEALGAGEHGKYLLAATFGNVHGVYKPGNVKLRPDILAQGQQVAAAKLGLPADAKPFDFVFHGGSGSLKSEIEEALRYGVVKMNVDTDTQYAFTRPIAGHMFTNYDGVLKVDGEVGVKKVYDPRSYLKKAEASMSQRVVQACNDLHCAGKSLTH
BoNT F protease – BoNT/F light chain protease inhibitors, primary screen, biochemical, flow cytometry, MLPCN library | Botulinum neurotoxin type F light chain protease (Clostridium botulinum) | Multiplex microsphere protease cleavage assay | inhibition, % at 10 µM | hit rate 0.22% among 360,000 | AID 588497, 2011; in the data active means inhibition above about 35%, passing the limit was not always enough; inconclusive means no clear call, values can overlap the other calls; further: plate controls were buffer without enzyme for full effect and enzyme alone for no effect
Active calls of the source: *; ? = inconclusive; . = no result given. Unless noted, no stated cut-off is given here; in the data, active means inhibition above about 30%; inactive means the rest.

SMILES | BioA inh | Rv3671c protease | UGM FP inh | MazEF act | DUSP3 inh | FadD28 FP inh | CCHFV vOTU inh | GDH-TPI counter | Mtb FBA inh | BoNT F protease
CC(OCCN1CCCC1)(c1ccc(F)cc1)c1ccc(F)cc1 | . | 5 | 0.7 | 1 | 5 | -2.4 | 1 | -2 | 0 | -7
O=C(COc1ccc(S(=O)(=O)N2CCCCC2)cc1)N1CCN(Cc2ccccc2)CC1 | -0.1 | 5 | -6.3 | 2 | 2 | -1.5 | -3 | -5 | -5 | -16
O=C(O)COCC(=O)Nc1ccc2c(c1)ncn2CCc1ccccc1 | -0.3 | 0 | 0.1 | 5 | . | -0.2 | -1 | -4 | -1 | 27
Cc1ccccc1OCC(=O)N1CCCc2ccccc21 | . | -5 | -0.9 | -3 | -7 | 1.8 | 14 | -1 | 3 | -3
COc1ccc(NC(=O)CCCC2CCCCC2)c(OC)c1 | -1.3 | . | 0.3 | -3 | 5 | 1.5 | -3 | 0 | 0 | .
Cc1cc(C)n(/N=C/c2ccc(O)cc2)c(=O)c1C#N | 0.7 | 10 | 0.8 | 10 | 26 | -2.8 | 13 | 18 | -3 | 2
CCN1CCN(c2ccc(S(=O)(=O)N3CCOCC3)cc2NC(=O)c2cc(F)c(F)c(F)c2F)CC1 | 0.2 | . | . | 15 | . | -2.6 | 3 | 0 | -1 | 2
COc1ccccc1C(=O)N1CCN(c2cccc(C(F)(F)F)c2)CC1 | -0.2 | -1 | -0.5 | 5 | 27 | 0.6 | 14 | 0 | -6 | -6
COc1ccc(OCCN2C(=O)c3ccccc3C2=O)c([N+](=O)[O-])c1 | 0.5 | -6 | 1.7 | -5 | -2 | 0.4 | 1 | 6 | -1 | -5
COc1ccc(NC(=O)c2ccccc2NC(=O)c2ccccc2C(=O)O)c(OC)c1 | 3.6 | -1 | -2.9 | -3 | . | 0.7 | 13 | 9 | 4 | 19
Cc1ccc(CN(C(=O)c2csnn2)C(C(=O)NC2CCCC2)c2ccccn2)cc1 (configuration not stated) | 0.9 | 1 | -0.2 | -3 | 43 | -1.2 | 3 | 2 | -2 | -5
CCc1cccc(NC(=O)CCSCCC(=O)Nc2cccc(CC)c2)c1 | 0.2 | -12 | -0.5 | -7 | 10 | -0.6 | 22 | 16 | 1 | 13
Cc1cnc(C(=O)Nc2ccc(C)c(S(=O)(=O)N3CCCCCC3)c2)cn1 | 1.6 | . | . | 3 | . | -2.2 | -5 | -4 | -2 | 1
NNC(=O)CN1C(=O)Nc2ccc(Cl)cc2C1c1ccccc1 (configuration not stated) | -1.0 | -24 | 4.4 | 4 | 9 | -0.7 | 12 | 2 | -3 | -18
COc1ccc(Cl)cc1NC(=O)CN(C)C(=O)CCCNC(=O)c1ccc(Cl)cc1 | 3.3 | -5 | -0.8 | 2 | . | -3.0 | -8 | 0 | 5 | -14
COc1cccc(CN(C)C(=O)c2cccnc2SC)c1OC | . | 14 | -0.5 | -6 | 22 | -0.5 | 3 | -3 | 2 | -3
Cc1ccc(S(=O)(=O)NNC(=O)C23CCC(CC2)C3)cc1 | -0.1 | . | . | -2 | . | -1.0 | 13 | 10 | 5 | -6
COc1ccc(CNC(=O)C2CC(=O)N(c3ccc(OCC(=O)N4CCCCC4)cc3)C2)cc1 (configuration not stated) | -0.3 | -7 | 0.4 | -2 | -11 | -0.7 | 8 | 7 | 7 | 0
COc1ccc(C(=O)Nc2ccc(C(=O)Nc3nccs3)cc2)cc1[N+](=O)[O-] | . | 2 | 4.2 | 6 | -9 | 0.7 | 3 | 6 | -2 | -6
CC1(C)NC(=O)N(CC(=O)Nc2ccc(-c3ccccc3)cc2)C1=O | -1.6 | . | . | 2 | . | -3.3 | -1 | 1 | -4 | -3
CC(=O)C1=C(O)C(=O)N(Cc2ccccc2)C1c1ccc(Br)cc1 (configuration not stated) | 10 | -7 | 0.9 | 12 | . | -1.3 | -5 | 15 | 3 | -18
COc1cc(CNCCO)cc(Br)c1OCc1ccccc1 | . | 9 | 2.7 | 4 | 29 | -1.4 | -5 | 4 | 4 | .
Cc1c(N2CCCC2)cc2c(c1N)C(C)(C)CC2(C)C | 0.1 | -7 | -0.2 | -5 | 6 | -2.6 | 5 | -7 | -1 | -10
CCN(CC)Cc1cc(C(=O)O)c(-c2ccccc2)o1 | . | 4 | 1.6 | 7 | 5 | -0.7 | -1 | 9 | 4 | 3
CC(C)(C)NC(=O)C(=O)NNC(=O)C12CC3CC(CC(C3)C1)C2 | -1.1 | 2 | -1.9 | 11 | 14 | -1.1 | 4 | 6 | 2 | 4
Cc1ccc(S(=O)(=O)Oc2ccc(/C=N/NC(=O)c3nn(C)cc3[N+](=O)[O-])cc2)cc1 | . | 0 | 1.5 | 9 | -5 | -7.5 | 23 | -3 | -1 | -2
CCSc1nnc(NC(=O)CN(C)S(=O)(=O)c2ccc(F)cc2)s1 | -0.9 | -2 | 0.5 | 1 | 18 | 2.0 | -7 | -1 | 2 | 0
CC(C)(C)C(=O)CC(=O)Nc1ccc(Cl)c(N)c1 | -1.1 | -1 | 1.2 | 7 | 8 | 0.4 | -10 | 6 | 4 | -8
COC(=O)c1ccc(C(=O)N(CCN(C)C)c2nc3c(Cl)cccc3s2)cc1 | . | 5 | 0.2 | 1 | 20 | -4.6 | 1 | -4 | 3 | 0
CCc1ccc(OCCCC(=O)O)c(Br)c1 | -0.8 | 0 | 3.5 | 1 | -11 | -3.5 | -17 | -7 | -3 | -1
O=C(Nc1ccccc1C(=O)NCc1ccco1)NC1CCCCC1 | 1.0 | -3 | 2.3 | -10 | 24 | -2.6 | 3 | -1 | 2 | 1
CC(Cc1ccccc1)NC(=O)/C=C/c1ccc([N+](=O)[O-])cc1 (configuration not stated) | . | 5 | 0.3 | 4 | -8 | -1.1 | 10 | 18 | 3 | 10
COc1ccccc1N/N=C/c1c(CO)cnc(C)c1O | 0.9 | 1 | -0.3 | 2 | 6 | 0.2 | -27 | 20 | 13 | 9
CCOC(=O)C(NC(=O)c1cccnc1)(Nc1cccc(C)n1)C(F)(F)F (configuration not stated) | -0.9 | 8 | 2.2 | 6 | 24 | 0.3 | 11 | -6 | 4 | 15
O=C(N/C(=C/c1ccc(Cl)cc1)C(=O)N1CCCC1)c1ccccc1 | 0.1 | -3 | -1.1 | 5 | 3 | -3.5 | -4 | 1 | 0 | -12
COc1ccc(C(=O)N2CC(=O)Nc3ccc(C)cc3C2c2ccccc2)cc1 (configuration not stated) | 0.5 | . | . | 5 | -10 | -0.4 | -3 | 4 | 1 | -11
COC(=O)c1cc(S(=O)(=O)N2CCN(c3ccccc3F)CC2)c[nH]1 | 1.7 | 2 | -2.3 | 1 | -22 | -0.4 | 16 | -9 | 0 | -1
O=c1oc(CCO)cc2ccc(-c3ccc4[nH]ccc4c3)cc12 | 0.1 | -2 | 0.5 | 6 | . | -2.3 | -1 | 14 | 5 | -4
O=C(CSc1nnc(Cc2cccs2)n1C1CCCCC1)N1CCCc2ccccc21 | -0.1 | -4 | -4.9 | 8 | -1 | -7.0 | 7 | -5 | 1 | 2
N#CC1=C(N)N(c2ccc(Oc3ccccc3)cc2)C(=O)C1 | . | -10 | -0.3 | -6 | -2 | -2.5 | 11 | -3 | 0 | -10
CCOC(=O)c1c(NC(=O)CN2CCN(c3cccc(Cl)c3)CC2)sc(C)c1C | . | . | . | 6 | . | -0.6 | 7 | 1 | 1 | -1
CCN1CNC(=S)N(c2ccccc2OC)C1 | . | 15 | -1.9 | 9 | -9 | -1.4 | 6 | 10 | 1 | -10
Cc1ccc(CNC(=O)Nc2ccc3c(c2)N(C)C(=O)CS3)cc1 | . | -3 | 2.1 | 0 | -5 | 0.6 | 7 | 3 | -2 | -1
Cc1c(-c2ccccc2)cn2c1-c1ccc(C)n1CC2 | -2.0 | -2 | 0.2 | -43 | 23 | -1.0 | 0 | 7 | 2 | ?
CC1(C)CC(=O)c2cnc(N3CCN(c4ccccc4)CC3)nc2C1 | -0.8 | 4 | -0.3 | 4 | 14 | -0.9 | 5 | 3 | 1 | -4
CC(C)(C)S(=O)c1cccs1 (configuration not stated) | -0.4 | 0 | 0.5 | -3 | 29 | -1.8 | -12 | -5 | 0 | 1
Cc1cc(F)ccc1S(=O)(=O)N1CCCOC1CNC(=O)C(=O)NC1CCCC1 (configuration not stated) | -0.8 | 2 | -1.5 | 4 | 22 | -2.8 | -10 | -1 | 1 | 0
CCOc1ccc(N2C(=O)CSC23CCCCC3)cc1 | 0.3 | 1 | 2.0 | -6 | -31 | -2.7 | 10 | -7 | -2 | 4
O=C(CN1C(=O)C2CC=CCC2C1=O)Nc1ccccc1N1CCCC1 (configuration not stated) | . | 9 | -0.3 | -3 | . | 0.2 | 3 | 10 | 5 | .
CC(=O)Nc1ccc(NC(=O)CSc2nc(=O)n(Cc3cccnc3)c3c2CCC3)cc1 | 9.8 | . | . | 2 | . | -0.4 | -6 | 7 | -1 | -3

New compounds follow.
SMILES | BioA inh | Rv3671c protease | UGM FP inh | MazEF act | DUSP3 inh | FadD28 FP inh | CCHFV vOTU inh | GDH-TPI counter | Mtb FBA inh | BoNT F protease
O=C(O)COc1ccccc1/C=N/NC(=O)CSc1nc2ccccc2n1Cc1ccccc1Cl | 10 | -9 | 2.1 | 10 | 45 | -9.1 | -1 | 5 | 4 | 2
CCCc1cc(=O)oc2c(C)c(OC(C)C(=O)NCC(O)c3ccccc3)ccc12 (configuration not stated) | 0.8 | -8 | -2.8 | 5 | -6 | -4.3 | 6 | 8 | 18 | 8
COc1cccc(C(CNC(=O)C2CCN(C(=O)Nc3ccccc3)CC2)N(C)C)c1 (configuration not stated) | -1.1 | 0 | . | 2 | . | -2.7 | 6 | 5 | -2 | 0
CCCOC(=O)c1ccc(NC(=O)CN(C)Cc2cccs2)cc1 | 0.0 | -10 | 3.8 | 8 | -19 | -5.1 | 7 | -9 | 0 | -5
CCN1/C(=C/c2ccc3ccc(C)cc3[n+]2CC)Sc2ccccc21 | . | -14 | 2.8 | 73* | -5 | . | . | . | . | .
C=C1CCC2C(C)(C)[C@H](O)CC[C@@]2(C)[C@@H]1COc1cc(=O)oc2ccccc12 (some centres not stated) | 1.5 | -8 | 0.3 | 4 | 12 | -3.4 | . | 2 | 7 | -1
O=C1COc2ccc(S(=O)(=O)N3CCCCC3)cc2N1 | -1.2 | 0 | -1.2 | 10 | 23 | 1.8 | -4 | 6 | 0 | 1

4 of the compounds above, as tab-separated lines.
molecule	BioA inh	Rv3671c protease	UGM FP inh	MazEF act	DUSP3 inh	FadD28 FP inh	CCHFV vOTU inh	GDH-TPI counter	Mtb FBA inh	BoNT F protease
CCCOC(=O)c1ccc(NC(=O)CN(C)Cc2cccs2)cc1	0.0	-10	3.8	8	-19	-5.1	7	-9	0	-5
COc1cccc(C(CNC(=O)C2CCN(C(=O)Nc3ccccc3)CC2)N(C)C)c1 (configuration not stated)	-1.1	0	.	2	.	-2.7	6	5	-2	0
O=C1COc2ccc(S(=O)(=O)N3CCCCC3)cc2N1	-1.2	0	-1.2	10	23	1.8	-4	6	0	1
C=C1CCC2C(C)(C)[C@H](O)CC[C@@]2(C)[C@@H]1COc1cc(=O)oc2ccccc12 (some centres not stated)	1.5	-8	0.3	4	12	-3.4	.	2	7	-1
